NS5 inhibitors: flavivirus cap methylation enzyme inhibition – biochemical, confirmation dose response, primary screen (AID 588689) | Dengue-2 NS5 methyltransferase capping enzyme assay, biochemical; higher % means a stronger effect | hit rate 0.3% among 340,000 | inhibition, % at 25 µM, or IC50 in µM where a hit was titrated; in the data active = a potency from the dose series
NTR1 agonist: NTR1-driven beta-arrestin-GFP spot formation – imaging, U2OS cells, high content, primary screen (AID 493036) | agonist mode | activation, % at 20 µM | hit rate 0.17% among 330,000;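 active = activation at or above 40% of the spot to cytoplasm intensity ratio, with at least 20 cells analyzed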;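 also: 0% = DMSO without peptide and 100% = 100 nM NTR1 peptide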
Target sequence (P30989 whole entry, looked up): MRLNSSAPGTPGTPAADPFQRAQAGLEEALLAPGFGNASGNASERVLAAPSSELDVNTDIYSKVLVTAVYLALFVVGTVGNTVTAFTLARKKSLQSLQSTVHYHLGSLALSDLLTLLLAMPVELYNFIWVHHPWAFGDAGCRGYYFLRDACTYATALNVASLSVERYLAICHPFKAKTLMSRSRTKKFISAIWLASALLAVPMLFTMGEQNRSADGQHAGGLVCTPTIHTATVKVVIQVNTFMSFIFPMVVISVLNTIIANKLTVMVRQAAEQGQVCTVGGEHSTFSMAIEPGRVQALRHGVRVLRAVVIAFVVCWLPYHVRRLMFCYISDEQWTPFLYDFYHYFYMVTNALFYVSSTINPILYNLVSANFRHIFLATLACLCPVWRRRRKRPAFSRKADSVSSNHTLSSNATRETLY
K1F lysis inhibition: inhibition of K1F phage lysis, E. coli UTI89, bacterial capsule biogenesis inhibitors, alamar blue (AID 488966); hit rate 0.02% among 340,000; E. coli UTI89 K1F phage lysis, alamar blue, 2 h; higher % means a stronger effect; inhibition, % at 100 µM; hits with a dose series show IC50 in µM;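 active = phage lysis inhibition, versus mean bacterial control, above a set limit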;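 also: capsule biogenesis inhibitors block K1F phage lysis so surviving cells raise fluorescence; higher fluorescence means more inhibition of phage lysis; actives were called in the ten point dose series up to 300 µM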
NTR1 agonist cell count 20 µM: also measured in NTR1 agonist; calls as there; cell count; measured here: cell count, cytotoxicity flag
NS5 inhibitors pilot replicate: recorded beside NS5 inhibitors, whose call it bears; inhibition, %; measured here: pilot screen replicate inhibition
Starred values were filed as active, the others as inactive; [ ] = dose if it differs, or a comment. The list is partial; count on the stated rates, not on these rows.

SMILES | NS5 inhibitors | NTR1 agonist | NTR1 agonist cell count 20 µM | K1F lysis inhibition | others
O=C(Nc1ccccc1N1CCCC1)c1cccc(S(=O)(=O)N2CCOCC2)c1 | 6% | -0.7 | 51 | 1.0%[50 µM]
CCCCN1C(=O)C(=O)c2cc(Cl)ccc21 | -13% | 2.2 | 47 | 1.1% | NS5 inhibitors pilot replicate=-3.3
CN(CC(=O)Nc1ccc(F)cc1)CC(=O)N(C)C1(C#N)CCCCC1 | -6% | 0.3 | 65 | 0.6%[50 µM]
N#Cc1ccccc1S(=O)(=O)N1CCC(C(=O)Nc2cccc(C(=O)NC3CC3)c2)CC1 | -4% | 1.0 | 59 | 2.1%[50 µM]
CC(C)(C)C(CO)NC(=O)c1ccc[nH]1 (configuration not stated) | -8% | -1.4 | 49 | 1.0%
O=C(CN1C(=O)NC2(CCCC2)C1=O)NCCN1C(=O)S/C(=C\c2ccccc2F)C1=O | -2% | 0.5 | 48 | 0.3%[50 µM]
Cc1nc2ccsc2c(=O)n1-c1cccc(Cl)c1 | -6% | 0.5 | 55 | -0.5%
COc1ccc(NC(=O)c2ccc(NC(=O)COC(=O)c3cnc(C)cn3)cc2)cc1 | 9% | 1.3 | 61 | -0.1%[50 µM]
COCCN(Cc1ccccc1)C(=O)C1CCN(S(=O)(=O)c2ccc3c(c2)OCCO3)CC1 | -2% | -1.4 | 69 | 0.4%[50 µM]
Cc1ccc(S(=O)(=O)NCCC(=O)OCC(=O)N(Cc2ccccc2)C(C)(C)C)cc1C | -1% | 3.0 | 49 | -0.6%[50 µM]
Cc1ccc(-n2nc(C)c(NC(=O)COC(=O)c3ccccc3NCCO)c2C)cc1 | 6% | 0.3 | 52 | 1.3%[50 µM]
O=C(NCCCN1CCOCC1)C1CCN(S(=O)(=O)c2cccc(Cl)c2Cl)CC1 | 1% | 0.4 | 73 | -0.8%
O=C(Nc1ccc(-c2ccccc2)cc1)c1ccc2c(c1)S(=O)(=O)c1ccccc1C2=O | -7% | 2.9 | 96 | 0.5%
Cc1ccc(NC(=O)CCNC(=O)c2ccc([N+](=O)[O-])cc2)cc1S(=O)(=O)N1CCOCC1 | 2% | -0.8 | 78 | 0.2%[50 µM]
Fc1ccc2cnc(-c3ccccc3)c(-c3cccc(C(F)(F)F)c3)c2c1 | 1% | 4.3 | 57 | 3.5%
O=C(Cn1nnc(-c2ccccc2)n1)NCC(=O)Nc1ccc(F)c(F)c1F | -12% | -0.6 | 64 | 0.5%[50 µM]
CC(=O)Nc1ccc(NS(=O)(=O)c2ccc(OC(C)C(=O)N3CCOCC3)cc2)cc1 (configuration not stated) | -7% | 1.8 | 55 | 1.6%[50 µM]
CCc1noc(C)c1C(=O)OCC(=O)N(C)c1c(N)n(Cc2ccccc2)c(=O)[nH]c1=O | -2% | 0.7 | 50 | 0.6%[50 µM]
CCOC(=O)c1ccc(S(=O)(=O)N2CCC(C(=O)Nc3nnc(C)o3)CC2)cc1 | 8% | 0.9 | 66 | 1.6%[50 µM]
COC(=O)[C@]1(C)N[C@H](c2ccc(-c3ccc(Cl)c(Cl)c3)c(OC)c2)[C@@H]2C(=O)N(C)C(=O)[C@@H]21 | 4% | 13 | 89 | 2.7%
CCOC(=O)N1CCN(C(=S)NC(=O)c2cccc(OC)c2)CC1 | -11% | 1.1 | 62 | -0.3%[50 µM]
CCSc1ccc2c(c1)N(CCCN1CCN(C)CC1)c1ccccc1S2 | -1% | 43* | 44* | 11%
O=C1CCC(C(=O)OCC(=O)Nc2cc(Cl)ccc2F)=NN1 | 3% | 0.2 | 63 | 3.7%
O=C(CN1CCN(S(=O)(=O)c2ccccc2F)CC1)N1CCc2ccccc2C1 | 11% | 2.2 | 65 | -1.8%
CC[C@]1(C(=O)OC)[C@H]2C(=O)N(Cc3ccccc3)C(=O)[C@H]2[C@H]2CN=C(SCC(=O)c3ccccc3)N21 | 0% | 4.1 | 66 | -0.1% | NS5 inhibitors pilot replicate=2.8

As a short view, some entries already given.
SMILES | NS5 inhibitors | NTR1 agonist | NTR1 agonist cell count 20 µM | K1F lysis inhibition | others
COC(=O)[C@]1(C)N[C@H](c2ccc(-c3ccc(Cl)c(Cl)c3)c(OC)c2)[C@@H]2C(=O)N(C)C(=O)[C@@H]21 | 4% | 13 | 89 | 2.7%
CCOC(=O)N1CCN(C(=S)NC(=O)c2cccc(OC)c2)CC1 | -11% | 1.1 | 62 | -0.3%[50 µM]

More results:
SMILES | NS5 inhibitors | NTR1 agonist | NTR1 agonist cell count 20 µM | K1F lysis inhibition | others
Cc1cccc(C2=NN(c3ccccc3)[C@@H](C(=O)N3CCOC3=O)[C@@H]2c2ccc([N+](=O)[O-])cc2)c1 | 8% | 0.7 | 53 | 0.2%
O=C(NCC1CC1)[C@]1(C(F)(F)F)C[C@H](CCC2CCCCC2)CCCO1 | 8% | 2.0 | 35 | -0.4%
CCN(C(=O)CSc1nc2ccccc2c(=O)n1Cc1ccc(C)cc1)C1CCS(=O)(=O)C1 (configuration not stated) | 7% | 2.0 | 62 | 1.1%[50 µM]
O=C(CN1C(=O)NC(c2ccccc2)(c2ccccc2)C1=O)Nc1ccc(N2CCOCC2)cc1 | 0% | 1.7 | 62 | 0.4%
Cc1ccc(NC(=O)COC(=O)COc2cccc3c2OC(C)(C)C3)cc1S(=O)(=O)N1CCOCC1 | 4% | -0.5 | 57 | 1.2%[50 µM]
Cn1c(CCC(=O)O)nc2cc(S(=O)(=O)N3CCCCC3)ccc21 | 2% | -1.6 | 39 | 0.9%[50 µM]
O=C1C=C(c2ccc(CO)cc2)C[C@@H](c2ccc3c(c2)OCO3)C1 | -5% | 1.9 | 54 | 1.4%
C[n+]1cccc(C(=O)[O-])c1 | 2% | 0.4 | 55 | 2.9%
O=C1c2ccccc2S(=O)(=O)c2cc(N3CCN(c4ccccn4)CC3)ccc21 | -6% | 27 | 52 | 0.5%
COc1ccc([C@H]2/C=C\CN(S(=O)(=O)c3ccc(C)cc3)[C@@H](C)C(=O)N2Cc2ccc(F)cc2)cc1 | -6% | 1.1 | 94 | 0.4%
CCOc1ccc(S(=O)(=O)N(C)c2ccc(OCC(=O)Nc3ccccc3F)cc2)cc1 | 3% | 1.5 | 51 | 0.0%[50 µM]
Cc1ccc(C)c(OCCC(=O)OCC(=O)N(C)c2c(N)n(Cc3ccccc3)c(=O)[nH]c2=O)c1 | -8% | -1.2 | 61 | 3.1%[50 µM]
CCN1C(=NCCc2ccc(Br)cc2)N[C@@H](c2ccccc2)[C@H](C(=O)OC)[C@H]1C | -15% | 6.0 | 42 | 0.8%
C[C@]12c3[nH]c4ccc(Cl)cc4c3CCN1C(=O)[C@@H](CC(=O)NCc1ccco1)C[C@@H]2C(=O)N1CCOCC1 | -3% | 2.5 | 47 | -0.1%
CSCCC(NC(=O)c1ccccc1Cl)C(=O)NNC(=O)c1csc(N2CCOCC2)n1 (configuration not stated) | 4% | 2.0 | 52 | 0.1%[50 µM]
CC(C)Oc1ccc(S(=O)(=O)N2CCOCC2)cc1NC(=O)C1CCC1 | 6% | 1.1 | 50 | 0.3%[50 µM]
CCCOc1ccc(C(=O)c2ccccc2C(=O)OC2CCOC2=O)cc1OCCC (configuration not stated) | -1% | 44* | 76* | 0.1%[50 µM]
Cc1ccc(S(=O)(=O)N2[C@@H](c3cccc4ccccc34)C(C(=O)O)=C[C@H]2C(C)(C)C)cc1 | 1% | 1.6 | 53 | 0.1% | NS5 inhibitors pilot replicate=-2.1
CCOC(=O)N1CCN(C(=O)c2cc(S(=O)(=O)N3CCc4ccccc43)ccc2OC)CC1 | 1% | -1.2 | 55 | 1.3%[50 µM]
O=C(NCCS(=O)(=O)NCc1ccccc1)c1ccccc1 | -12% | -2.0 | 43 | 1.1%[50 µM]
CN(C(=O)COC(=O)Cc1ccccc1[N+](=O)[O-])C1CCS(=O)(=O)C1 (configuration not stated) | -4% | 2.9 | 70 | -0.2%[50 µM]
CN(CC(=O)Nc1ccccc1Br)C(=O)COc1cccc2c1OC(C)(C)C2 | -2% | -0.1 | 60 | 0.4%[50 µM]
CN(C)C(=O)CCc1ccc2c3c([nH]c2c1)[C@]1(C)[C@@H](C(=O)N2CCOCC2)C[C@H](CC(=O)NCCC2=CCCCC2)C(=O)N1CC3 | -5% | 0.9 | 69 | -0.4% | NS5 inhibitors pilot replicate=-0.3
Cc1cc(C)cc(OCC(=O)OCC(=O)NC2CCCCCCC2)c1 | -3% | -0.4 | 70 | 0.3%[50 µM]
CCCCCCCCCCCCCCCC[N+](C)(C)CC | 138% | 11 | 56 | -21%

4 compounds from above, arranged by heavy-atom count, high to low:
SMILES | NS5 inhibitors | NTR1 agonist | NTR1 agonist cell count 20 µM | K1F lysis inhibition | others
CC(=O)Nc1ccc(NS(=O)(=O)c2ccc(OC(C)C(=O)N3CCOCC3)cc2)cc1 (configuration not stated) | -7% | 1.8 | 55 | 1.6%[50 µM]
Cn1c(CCC(=O)O)nc2cc(S(=O)(=O)N3CCCCC3)ccc21 | 2% | -1.6 | 39 | 0.9%[50 µM]
CCCCCCCCCCCCCCCC[N+](C)(C)CC | 138% | 11 | 56 | -21%
CCCCN1C(=O)C(=O)c2cc(Cl)ccc21 | -13% | 2.2 | 47 | 1.1% | NS5 inhibitors pilot replicate=-3.3

Remaining list, next part
SMILES | NS5 inhibitors | NTR1 agonist | NTR1 agonist cell count 20 µM | K1F lysis inhibition | others
CCOC(=O)c1ccc(NC(=O)CSc2nc(=O)n3cccc(C)c3n2)cc1 | -1% | 2.2 | 52 | 1.9%[50 µM]
C=CCOC(=O)C1=C[C@H](c2ccc(Br)cc2)C[C@H](OCCCCO)O1 | -2% | 3.4 | 77 | -0.3%
CC(C)N1C(=O)C(=O)N(CC(=O)N2CCc3ccccc32)C1=O | -10% | -2.3 | 58 | 0.6%[50 µM]
O=C(O)[C@@H](O)[C@H](O)C(=O)O | -4% | 7.2 | 49 | 2.9%
CC1CC(C)CN(C(=O)COC(=O)c2ccc(Cl)nc2)C1 (configuration not stated) | -2% | -0.6 | 64 | 1.4%[50 µM]
COc1ccc(Br)cc1S(=O)(=O)NCCc1cccs1 | 3% | 0.6 | 51 | -0.1%[50 µM]
O=C(NCC1CCCO1)c1cccc2c1C(=O)c1ccc(N3CCC(Cc4ccccc4)CC3)cc1S2(=O)=O (configuration not stated) | 4% | 1.2 | 62 | 1.8%
C#CCOCCOCCOCCNc1nc(N2CCN(C(=O)[C@H](CC(N)=O)n3cc(C(N)[C@H](C)CC)nn3)CC2)nc(N2CCN(C(=O)[C@H](CC(N)=O)n3cc(C(N)[C@@H](C)CC)nn3)CC2)n1 (some centres not stated) | -11% | 0.7 | 50 | 1.2%
CCOC(=O)c1c(NC(=O)COC(=O)c2cnccn2)sc(C(=O)NC)c1C | -4% | 0.2 | 68 | -1.5%
CCOc1ccc(NC(=O)CN(C)C(=O)CCNC(=O)c2ccc(Br)cc2)cc1OCC | -5% | 2.3 | 62 | 0.3%[50 µM]
Cc1ccc(OCCC(=O)NNC(=O)c2ccc(Br)cc2)cc1 | 1% | 3.3 | 59 | -1.6%
Cc1ccc(NC2=C(Cl)C(=O)OC2OC(=O)c2ccco2)c(C)c1 (configuration not stated) | -9% | 2.3 | 78 | -0.2% | NS5 inhibitors pilot replicate=-2.4
CN(C(=O)CSCC(=O)Nc1ccc(Cl)cc1)C1CCCCC1 | -2% | -1.0 | 52 | -0.8%
CCCCN(C(=O)c1cccc(S(=O)(=O)N2CCCC2)c1)c1c(N)n(CCC)c(=O)[nH]c1=O | -1% | -1.2 | 57 | 0.6%[50 µM]
O=C(COC(=O)c1cccc([N+](=O)[O-])c1)Nc1ccc(Cl)cn1 | 2% | 1.4 | 46 | 1.7%[50 µM]
COc1ccc(C(=O)NCc2ccco2)cc1S(=O)(=O)NC1CC1 | 3% | -1.4 | 67 | 0.4%[50 µM]
Cc1cccc(C(=O)OCC(=O)NN2C(=O)NC3(CCCCC3)C2=O)c1 | -4% | 1.2 | 85 | 0.2%[50 µM]
O=C(NCC(=O)N1CCN(Cc2ccc3c(c2)OCO3)CC1)c1ccccc1F | -1% | -1.6 | 55 | 1.4%
O=C(C[n+]1ccccc1)NNc1ccccc1 | -2% | -0.6 | 102 | 2.7%
CCOC(=O)Cc1csc(SCC(=O)NC2CCC(C)CC2)n1 (configuration not stated) | -3% | 0.3 | 63 | 1.2%[50 µM]
Cc1ccc(S(=O)(=O)N(C)C)cc1NC(=O)CSc1nc2ncc(Cl)cc2[nH]1 | -7% | -0.2 | 55 | 0.3%[50 µM]
O=C1c2ccc(-c3ccc(Cl)c(C(F)(F)F)c3)cc2S(=O)(=O)c2cccc(C(=O)N3CCN(c4ncc(Br)cn4)CC3)c21 | 3% | 3.8 | 53 | 1.1%
O=C(Nc1cccc(S(=O)(=O)N2CCOCC2)c1)c1ccc(Cl)nc1 | -7% | -0.5 | 40 | 0.0%[50 µM]
CC(C)c1ccc(C2(C)NC(=O)N(CC(=O)N3CCN(C(=O)c4cccs4)CC3)C2=O)cc1 (configuration not stated) | -5% | -2.2 | 53 | 0.7%[50 µM]
CN(C(=O)OC(C)(C)C)c1ccc(-c2nc3ccccc3s2)cc1 | -5% | 7.2 | 42 | -0.8%
CC1CCCC(C)N1C(=O)CN1C(=O)NC2(CCOc3ccccc32)C1=O (configuration not stated) | -6% | 0.2 | 71 | 0.2%[50 µM]
CCNC(=O)Cc1ccc(S(=O)(=O)N2CCOCC2)s1 | -3% | 0.9 | 52 | 0.5%[50 µM]
